# Vif-A3G inh – inhibitors of Vif-APOBEC3G interaction | Q9HC16 | HeLa A3G-eYFP + Vif (tagged APOBEC3G with the HIV-1 protein that degrades it), YFP fluorescence, overnight | Potency, µM (highest dose often 46.1 µM), for inactives: at the highest dose activity, negative = active, actives largely listed as inhibitors | actives 0.076% (n = 410,000) | AID 602310;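 note: potency is the fitted concentration of half-maximal effect; % is set by controls: 0 for no effect and ±100 for the full control effect; nearly all actives have a fitted effect of over 60% in size; hits raise eYFP signal because A3G escapes Vif-driven loss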
# Target sequence (Q9HC16 whole entry, looked up): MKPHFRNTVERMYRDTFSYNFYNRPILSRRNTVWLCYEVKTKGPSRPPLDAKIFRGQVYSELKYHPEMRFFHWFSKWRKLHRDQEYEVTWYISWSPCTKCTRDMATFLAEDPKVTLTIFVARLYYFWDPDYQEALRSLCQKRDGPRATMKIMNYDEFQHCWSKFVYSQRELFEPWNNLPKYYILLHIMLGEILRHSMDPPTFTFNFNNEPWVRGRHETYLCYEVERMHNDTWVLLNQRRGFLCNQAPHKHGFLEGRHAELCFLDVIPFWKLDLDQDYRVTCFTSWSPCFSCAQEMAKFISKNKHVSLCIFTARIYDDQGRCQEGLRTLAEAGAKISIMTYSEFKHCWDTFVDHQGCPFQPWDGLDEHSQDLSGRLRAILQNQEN
#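 HeLa cells stably expressing Vif and C-terminally eYFP-tagged A3G, seeded overnight at 37 deg C, then exposed to compound by pintool overnight at 37 deg C. Rise in yellow fluorescence (Ex 488/Em 500-530, Acumen) marks blocked Vif-driven A3G degradation.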
# D1 ag – activates the human D1 dopamine receptor. P21728. HEK293 T-REx D1 cells, calcium flux, agonist mode. activation, % at 2 µM. actives 1% (n = 360,000). AID 504660; in the data active = activation above about 30%; note: 0% is about no effect
#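 Tetracycline-induced HEK293 TREx D1 cells, force-coupled to calcium signalling, were dye-loaded with a no-wash calcium kit. Compound was pin-added after a 10 s baseline. Fluorescence was read kinetically at 1 cycle/s for 180 s, with calcium rises flagged as agonism.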
# D1 antag – blocks dopamine activation of the human D1 receptor; activity change, negative = inhibition, % at 10 µM; P21728; AID 504652; actives 3.2% (n = 360,000); HEK293 TREx D1 cells, calcium flux, dopamine EC80; stronger effect = lower value; in the data active = activity change below about -30%; note: % is set by controls: 0 for no effect and ±100 for the full control effect
#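 Kinetic fluorescence of a calcium dye serves as the read-out. D1-expressing Hek293 Trex cells, induced overnight at 30 C, are exposed to compound for 180 s before an EC80 dopamine addition, then read 180 s further.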
# Vif-APOBEC3F blk – inhibitors of Vif-A3F interaction | actives 0.2% (n = 390,000) | HeLa A3F-eYFP + Vif (tagged APOBEC3F with the HIV-1 protein that degrades it), YFP fluorescence increase | Potency, µM (series often up to 46.1 µM), for the others: top-dose activity, negative = active; note: potency is the fitted concentration of half-maximal effect; % of control where 0% means no effect; nearly all actives have a fitted effect of over 65% in size
#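 HeLa cells stably expressing Vif plus C-terminally eYFP-tagged A3F were seeded, incubated overnight at 37 deg C, dosed with compound, incubated overnight again at 37 deg C. Yellow fluorescence (Ex 488/Em 500-530) reported blocked Vif-mediated A3F-eYFP degradation.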
# D1 PAM – potentiators of human D1 dopamine receptor | P21728 | HEK293 TREx D1 cells, calcium flux, dopamine EC20 potentiation | potentiation, % at 10 µM | actives 0.036% (n = 360,000) | AID 504651; in the data active = potentiation above about 30%; note: 0% is about no effect
# D2 PAM – positively modulates the human D2 dopamine receptor allosterically; P14416; HEK293 T-REx D2, calcium flux, EC20 dopamine potentiation; potentiation, % at 10 µM; actives 0.34% (n = 340,000); AID 485347;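 active = potentiation over 3 SD above the plate norm, cut at about 30% in these data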; note: 0% is about no effect
#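 Primary screen. Calcium kinetics in induced HEK293 T-REx D2 cells: compound pre-addition 180 s, EC20 dopamine, 180 s more.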
# RXFP1 ag – RXFP1 (human) receptor agonism. AID 2676. Potency, µM (top dose mostly 57.5 µM), inactives show at the highest dose activation, most hits filed as activators. actives 0.3% (n = 370,000). HEK293T-RXFP1 cAMP TR-FRET, 30 min; response scale: percent of porcine relaxin response, buffer zero; note: potency is the fitted concentration of half-maximal effect; % is set by controls: 0 for no effect and ±100 for the full control effect; nearly all actives have a fitted effect of over 60% in size; many of its hits are not listed in these tables
# Target sequence (Q9HBX9 whole entry, looked up): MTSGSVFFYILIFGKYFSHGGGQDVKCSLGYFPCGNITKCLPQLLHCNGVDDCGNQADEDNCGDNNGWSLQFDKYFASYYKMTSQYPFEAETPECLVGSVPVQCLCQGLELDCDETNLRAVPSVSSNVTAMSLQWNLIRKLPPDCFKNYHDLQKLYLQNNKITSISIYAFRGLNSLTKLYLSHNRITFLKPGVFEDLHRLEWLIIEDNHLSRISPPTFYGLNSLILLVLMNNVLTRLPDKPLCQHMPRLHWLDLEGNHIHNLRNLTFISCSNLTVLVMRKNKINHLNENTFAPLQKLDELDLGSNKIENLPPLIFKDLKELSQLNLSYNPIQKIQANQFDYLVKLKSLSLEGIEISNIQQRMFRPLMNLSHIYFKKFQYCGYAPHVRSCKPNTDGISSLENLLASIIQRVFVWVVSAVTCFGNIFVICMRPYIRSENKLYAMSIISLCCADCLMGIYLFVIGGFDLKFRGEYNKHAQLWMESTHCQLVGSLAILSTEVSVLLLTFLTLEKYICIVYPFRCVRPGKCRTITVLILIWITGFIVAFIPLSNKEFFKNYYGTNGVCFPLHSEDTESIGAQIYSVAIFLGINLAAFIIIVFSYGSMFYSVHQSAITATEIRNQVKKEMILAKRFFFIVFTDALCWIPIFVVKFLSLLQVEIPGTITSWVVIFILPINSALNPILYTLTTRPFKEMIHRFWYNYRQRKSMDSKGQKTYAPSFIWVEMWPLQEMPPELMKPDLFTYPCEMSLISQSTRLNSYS
#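 HEK293T cells stably expressing RXFP1 were pretreated with the PDE4 inhibitor Ro 20174, exposed to compounds for 30 min at 37C, lysed, and cAMP was read by TR-FRET. Data normalized to buffer (basal) and 29 nM porcine relaxin (100%).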
# RXFP1 antagonist – antagonists of human relaxin receptor RXFP1; HEK293-RXFP1, relaxin-stimulated cAMP HTRF, 30 min; stronger effect = lower value; activity change, negative = inhibition, % at 57.5 µM; actives 0.59% (n = 350,000); AID 1259400;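 active = activity change of -60% or lower, but not beyond a set lower limit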; note: % is set by controls: 0 for no effect and ±100 for the full control effect
# Glioma ERSR ind – ER stress response induction in glioma; U87-MG GRP78 promoter luciferase reporter, 16 h; Potency, µM, for the others: at the top dose activation, hits mostly activators; actives 0.02% (n = 420,000); AID 602332; note: potency is the fitted concentration of half-maximal effect; series mostly up to about 76 µM; % of control where 0% means no effect; nearly all actives have a fitted effect of over 35% in size
#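 ERSR induction read as luciferase luminescence (Bright-Glo, 10 min at room temperature) in stably transfected human U87-MG glioma cells exposed to compounds for 16 h, using GRP78 as sensor.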
# * = called active by the depositor; . = not tested or not shown; & = joins results of further samples. Unless noted, calls come from the whole dose curve; as a rule, active = well fitted curve in the direction sought with a large enough effect; inconclusive = small, poorly fitted or top-dose-only effect, or another doubt; inactive = no such curve, though single readings can be large; an effect the other way counts as inactive or inconclusive.
SMILES,Vif-A3G inh,D1 ag,D1 antag,Vif-APOBEC3F blk,D1 PAM,D2 PAM,RXFP1 ag,RXFP1 antagonist,Glioma ERSR ind
c1ccc(COc2ccc(OCCCn3cncn3)cc2)cc1,4%,14,-20,3%,-9,-10,0.9%,-4,-11%
CC1CCCCC1N=C1NC(C)(C)CS1 (centres undefined),-1%,3,1,15%,-3,-5,-1.8%,0,-4%
Cc1c(NC(=O)C(C)(C)C)cccc1-c1nc2ccccc2s1,3%,5,0,5%,1,-2,-0.1%,-38,0%
COC(=O)C(C(=O)OC)C(c1ccccc1)C(C(=O)c1ccccc1)[N+](=O)[O-] (centres undefined),4%,1,5,9%,-1,.,1.9%,-18,-5%
Cc1ccc(-c2nc(-c3ccncc3)no2)c(C)c1,1%,2,12,1%,2,7,0.7%,-13,3%
COc1ccc(C2CC(c3ccccc3Cl)Nc3ncnn32)cc1OC (centres undefined),-4%,-1,-13,-1%,4,7,-1.9%,-2,-5%
O=C(CCC(=O)NNC(=O)COc1ccccc1)NCc1ccccc1,1%,2,-3,4%,2,-3,1.7%,0,-5%
Cc1ccc(C)n1NC(=O)c1ccc(Cl)cc1,1%,1,3,.,-2,-3,-0.9%,0,-3%
COc1ccc(C2NCCO2)cc1OC (centres undefined),0%,2,6,-1%,-2,6,2.3%,-5,-6%
Cc1cccc(NC(=O)Cn2c(=O)oc3ccccc32)n1,-7%,2,-19,-3%,-11,0,0.9%,2,-2%
CC(C)N(Cc1ccccc1)C(=S)Nc1cccnc1,1%,-1,7,4%,-3,-9,-0.5%,-8,-9%
Cc1cc(=O)oc2cc(O)cc(OCc3ccccc3)c12,-15%,.,.,1%,.,.,.,-7,-4%
CCC(=O)N(CCc1ccc(S(N)(=O)=O)cc1)C1CC(=O)N(c2ccc(OC)cc2)C1=O (centres undefined),0%,4,7,8%,-4,.,-0.3%,-5,7%
Cc1ccc(NS(=O)(=O)N2CCOCC2)cc1Cl,0%,3,2,-21%,3,2,-2.0%,6,0%
COc1ccc(C2=NOC(C(=O)Nc3cccnc3)C2)cc1OC (centres undefined),-5%,5,3,-6%,-2,-3,-3.4%,-16,-3%
O=C(CN1CCCCCC1)Nc1ccccc1,2%,4,2,7%,-6,-16,0.3%,12,-4%
Cc1ccc(CNC(=O)C2CCCN(c3nc4ccccc4o3)C2)cc1 (centres undefined),4%,-1,-5,0%,-2,0,2.8%,.,-3%
COc1ccc(-c2cc(C(=O)NCc3ccc(C)cc3)c3cc(C(C)C)ccc3n2)cc1,-3%,-2,24,4%,2,15,14%,1,-4%
Cc1c(F)cccc1NC(=O)CCCCCC1NC(=O)NC1C (centres undefined),2%,2,21,-2%,-13,-2,3.4%,-17,3%
CCN(C(=O)CN1CCN(c2ccc(O)cc2)CC1)c1c(N)n(Cc2ccccc2)c(=O)[nH]c1=O,0%,2,9,.,0,13,0.3%,-4,-5%
O=C(CCSCCC(=O)NN=Cc1ccccc1)NN=Cc1ccccc1,-2%,.,.,-17%,.,.,.,-11,0%
Cn1c(=O)c2c(ncn2CC(COCc2ccccc2Cl)OCc2ccccc2Cl)n(C)c1=O (centres undefined),0%,26,3,0%,-8,5,-1.5%,-5,-2%
NS(=O)(=O)c1cc(C(=O)OCC(=O)N2CCOCC2)ccc1Cl,-1%,1,0,-5%,-8,.,0.2%,-3,1%
O=C1NC(=O)C2C1C(c1ccccc1)N1C3C(=O)NC(=O)C3C(c3ccccc3)N21 (centres undefined),-1%,3,-3,1%,1,16,-0.4%,-5,-4%
Cn1nnnc1SCc1cc(=O)[nH]c2ccccc12,0%,1,9,-5%,-6,-9,0.5%,4,-1%
# The list continues:
SMILES,Vif-A3G inh,D1 ag,D1 antag,Vif-APOBEC3F blk,D1 PAM,D2 PAM,RXFP1 ag,RXFP1 antagonist,Glioma ERSR ind
COc1cccc(CN2CC(C(=O)N(C)Cc3nc4ccc(F)cc4[nH]3)CCC2=O)c1 (centres undefined),0%,0,-14,4%,-2,3,3.6%,-3,2%
CCN1CCN(C2=NC(=O)/C(=C/c3ccc(C)o3)S2)CC1,0%,3,-2,-6%,-7,-1,-1.7%,-14,0%
O=C(CN1C(=O)/C(=C/c2ccc(F)cc2)SC1=S)N1CCN(CCc2ccccn2)CC1,2%,17,-20,-3%,-5,-10,0.5%,-8,-8%
COc1ccc(Cl)cc1NS(=O)(=O)c1c(C)[nH]c(=O)[nH]c1=O,2%&2%,2&2,0&4,2%&-5%,-4&-6,1&4,1.8%&1.0%,0&-20,-5%&-3%
CN(CC(=O)Nc1ccc(Cl)cc1)C(=O)c1ccc(S(=O)(=O)Nc2ccccc2)cc1,-6%,6,-16,5%,-3,8,-0.8%,-5,-1%
O=C(CN1C(=O)C2C3C=CC(C3)C2C1=O)Nc1nc2ccccc2[nH]1 (centres undefined),1%,0,7,2%,-4,-3,0.8%,-3,4%
Cc1cccc(C(=O)NCC(=O)OCc2cc(=O)n3nc(C4CC4)sc3n2)c1,-30%,1,24,-4%,-6,12,9.0%,.,-4%
CCCCS(=O)(=O)N1CCN(S(=O)(=O)c2cccs2)CC1,-7%,0,-17,-3%,-2,6,0.8%,-13,-1%
CCOc1ccc(S(=O)(=O)N2CCCCC2)cc1NC(=O)C1CCC1,3%,0,-3,6%,-4,2,1.7%,15,0%
Cn1nc(CC(=O)Nc2ccc3c(c2)CCC3)c2ccccc2c1=O,3%,11,-29,2%,-5,2,1.7%,9,-3%
CCOC(=O)c1ccc[n+](CC(=O)Nc2cc(C(F)(F)F)ccc2Cl)c1,0%,5,40,2%,0,-9,3.7%,-3,-3%
O=S(=O)(Cc1ccccc1)C1CCCCC1O (centres undefined),3%,3,-26,4%,-11,.,-0.1%,13,-3%
COc1cccc(NC(=O)COc2ncnc3sc(C)c(C)c23)c1,-6%,0,11,-13%,5,-1,4.1%,-12,0%
CC1CCCCN1S(=O)(=O)c1cn(C)c(=O)n(C)c1=O (centres undefined),2%,1,-7,2%,6,.,-2.6%,-7,0%
O=C(C=Cc1ccccc1)c1ccc([N+](=O)[O-])cc1,-3%,.,.,1%,.,.,.,-37,-2%
O=C(N/N=C/c1ccc(F)cc1)c1ccccc1,3%,0,-5,-3%,-4,-6,3.0%,5,-6%
CCOc1ccc(NCc2cccn2-c2nnc(N3CCC(C(=O)NCCCN4CCCCC4)CC3)s2)cc1,3%,0,-17,3%,0,-3,1.1%,-3,-8%
COc1ccc(-c2cn3c(C)c(C(=O)NC(C)(C)C)sc3n2)cc1,5%,1,-24,1%,-12,3,2.5%,1,-3%
COc1cccc(-n2nnnc2SCC(=O)Nc2ccc(C(C)=O)cc2)c1,-2%,-1,10,2%,1,2,9.7%,0,-4%
CCOC(=O)c1ccc(NC(=O)c2nc(SCc3ccc(F)cc3)ncc2Cl)cc1,5%,9,-1,11%,-1,-2,-2.7%,4,-3%
Cc1ccc(NC(=S)N(Cc2ccco2)C2CCN(C(C)C)CC2)cc1,-1%,4,3,0%,11,13,-0.6%,-8,-1%
CCOC(=O)C1=C(C)NC2=C(C(=O)CC(c3cccs3)C2)C1c1cccs1 (centres undefined),-16%,-2,-21,-9%,-6,2,1.5%,-2,-7%
CN(C)NC(=S)Nc1ccc2nc(-c3ccccn3)c(-c3ccccn3)nc2c1,2%,3,5,1%,-2,-6,3.1%,25,1%
CCN(CC)S(=O)(=O)c1ccc(NC(=O)COc2nc3ccccc3nc2N2CCOCC2)cc1,-2%,2,15,1%,1,-1,1.4%,-1,-1%
Cc1ccc(S(=O)(=O)N2CCN(Cc3nc4ccccc4n3C)CC2)cc1,1%,1,-14,0%,-1,4,2.4%,12,0%

# An excerpt from above in order of SMILES length, smallest number first.
SMILES,Vif-A3G inh,D1 ag,D1 antag,Vif-APOBEC3F blk,D1 PAM,D2 PAM,RXFP1 ag,RXFP1 antagonist,Glioma ERSR ind
Cn1nc(CC(=O)Nc2ccc3c(c2)CCC3)c2ccccc2c1=O,3%,11,-29,2%,-5,2,1.7%,9,-3%
Cc1ccc(NC(=S)N(Cc2ccco2)C2CCN(C(C)C)CC2)cc1,-1%,4,3,0%,11,13,-0.6%,-8,-1%
COc1ccc(-c2cn3c(C)c(C(=O)NC(C)(C)C)sc3n2)cc1,5%,1,-24,1%,-12,3,2.5%,1,-3%
CCOC(=O)C1=C(C)NC2=C(C(=O)CC(c3cccs3)C2)C1c1cccs1 (centres undefined),-16%,-2,-21,-9%,-6,2,1.5%,-2,-7%

# Next section:
SMILES,Vif-A3G inh,D1 ag,D1 antag,Vif-APOBEC3F blk,D1 PAM,D2 PAM,RXFP1 ag,RXFP1 antagonist,Glioma ERSR ind
COc1cc(C(=O)n2nc(C)cc2C)ccc1O,3%,0,5,-6%,-5,-6,0.1%,2,-1%
Cn1cccc1C(=O)NC(=O)COC(=O)c1cc(Cl)ccc1[N+](=O)[O-],-7%,3,-9,-8%,0,3,-1.5%,2,-7%
CC(C)Oc1ccc(OCCNC2CCCC2)cc1,-2%,1,-2,-2%,-13,12,0.1%,-4,1%
COc1ccc(CCNC(=O)c2ccccc2-c2ccccc2C(=O)O)cc1OC,0%,5,1,0%,0,11,-3.1%,2,-1%
CC(C)(C)NC(=O)Nc1ccc2nccnc2c1,3%,-1,-5,0%,-10,2,8.8%,.,3%
O=C(NC1CCCCC1)C1CCCN(c2nnnn2-c2ccccc2)C1 (centres undefined),2%,-1,2,-7%,-6,15,1.5%,21,-3%
NC(=O)CCc1c[nH]c2ccccc12,-3%,1,-16,-5%,-6,-4,2.1%,9,-6%
N#Cc1ccc(CSc2nnc(Cc3cccs3)n2Cc2ccco2)cc1,-2%,5,-19,.,-5,-10,3.4%,-3,-6%
COC(=O)c1sc(SC)c(S(=O)(=O)C(C)C)c1N/N=C(\C#N)S(=O)(=O)c1ccccn1,-1%,1,7,-2%,6,-2,5.2%,-4,-4%
CCOC(=O)CC1CCCCN1Cc1cn(C)nc1-c1ccc2c(c1)OCCO2 (centres undefined),0%,0,1,5%,-1,-3,-0.8%,-5,2%
COc1ccc(OC)c(NC(=O)CN(Cc2ccc(Cl)cc2)S(C)(=O)=O)c1,2%,1,3,1%,7,-7,-0.4%,-1,-1%
CC(C)(C)NC(=O)/C(=C\c1ccco1)NC(=O)c1cccs1,0%,2,-6,0%,1,1,0.6%,-10,-5%
Cc1cc(C)n(CC(=O)NNC(=O)c2cncc(Br)c2)n1,0%,.,.,8%,.,.,.,-22,-5%

# Source: PubChem BioAssay

# An excerpt. The share of hits here may be higher or lower than overall.
